PPARg SRC1 recr: PPARgamma-driven SRC-1 recruitment agonism. hit rate 0.41% among 200,000. activation, % at 8 µM. P37231. AID 631. PPARgamma-SRC-1 coactivator recruitment biochemical assay; in the data active = activation above about 19%;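 also: 0% = DMSO and 100% = reference agonist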
Diaph inh CS: counter-screen for diaphorase-based assays: diaphorase inhibitors and chemical oxidizers; diaphorase resazurin-to-resorufin fluorescence, NADH, 16 min; bacterial (C. kluyveri) enzyme, not human; inhibition, % at 20 µM; hit rate 0.69% among 190,000; AID 1217;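 active = primary screen inhibition at 20 µM above a set limit, cut at about 50% in these data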;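 also: plate controls were DMSO with full reaction for no effect and wells lacking NADH for full effect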
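Test system: diaphorase enzyme from Clostridium kluyveri; amount: diaphorase at 0.14 U/mL in enzyme working solution; detection: fluorescence of resorufin formed from resazurin, Ex 544/Em 590 nm; times: reaction incubation of 16 min at room temperature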
S1P3 antag: blocks the human S1P3 receptor. Q99500. CHO S1P3 NFAT-BLA reporter, FRET fluorescence, antagonist mode. inhibition, % at 4.98 µM. hit rate 0.27% among 170,000. AID 485;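 active = inhibition above the plate cutoff, the mean inhibition of test wells on that plate plus 3 SD, cut at about 28% in these data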;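 also: cells challenged with S1P at its EC80 of 0.8 µM; blue over green emission ratio from cleaved BLA substrate after 4 h stimulation; 0% = S1P-stimulated wells and 100% = unstimulated DMSO-only wells; some compounds past the cut are filed as inactive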
Target sequence (Q99500 whole entry, looked up): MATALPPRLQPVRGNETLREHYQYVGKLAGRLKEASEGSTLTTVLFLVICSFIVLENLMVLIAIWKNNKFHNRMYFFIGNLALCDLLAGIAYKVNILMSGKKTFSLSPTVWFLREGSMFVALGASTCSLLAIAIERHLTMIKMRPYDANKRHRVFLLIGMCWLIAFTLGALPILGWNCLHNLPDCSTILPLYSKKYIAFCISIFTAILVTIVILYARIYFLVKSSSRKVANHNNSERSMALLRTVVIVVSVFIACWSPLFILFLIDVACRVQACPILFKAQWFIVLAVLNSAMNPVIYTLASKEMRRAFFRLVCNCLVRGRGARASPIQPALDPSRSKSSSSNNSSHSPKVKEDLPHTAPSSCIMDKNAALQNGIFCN
ROMK mod: modulates human ROMK potassium channel activity; P48048; Tet-inducible ROMK, thallium flux fluorescence; actives lie on both sides; B-score at 10 µM; hit rate 2% among 130,000; AID 1918;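 active = signal ratio slope over the read window, or its plate-corrected B-score, at least 3 SD from the plate mean, either direction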;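 also: B-score of the F/F0 ratio slope over 7 to 12 s after thallium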
Target sequence (P48048 whole entry, looked up): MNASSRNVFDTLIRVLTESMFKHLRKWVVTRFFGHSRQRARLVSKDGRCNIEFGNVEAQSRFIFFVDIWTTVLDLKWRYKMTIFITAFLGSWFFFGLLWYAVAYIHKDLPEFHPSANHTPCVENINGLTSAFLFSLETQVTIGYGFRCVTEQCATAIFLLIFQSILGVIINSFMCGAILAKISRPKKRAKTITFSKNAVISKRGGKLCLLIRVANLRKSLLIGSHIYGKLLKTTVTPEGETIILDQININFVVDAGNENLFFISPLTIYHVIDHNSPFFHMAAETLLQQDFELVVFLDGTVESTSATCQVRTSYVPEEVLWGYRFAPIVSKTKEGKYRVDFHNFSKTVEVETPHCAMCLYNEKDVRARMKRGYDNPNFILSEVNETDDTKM
PMI act: increases human mannose-6-phosphate isomerase activity | purified human PMI, coupled resazurin fluorescence, 20 min; active compounds read high; 1 = vehicle control, 0 substrate-free wells | activation factor at 20 µM | hit rate 0.005% among 190,000;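 active = activation factor of 2 or more at 20 µM, relative to plate controls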
G6PDH counter: L. mesenteroides G6PDH inhibition counter-screen. hit rate 0.12% among 200,000. Purified L. mesenteroides G6PDH, diaphorase/resazurin coupled fluorescence, 45 min. inhibition, % at 5 µM; in the data active = inhibition above about 50%
PMI act hi M6P: PMI (human) activation, high substrate | hit rate 0.34% among 190,000 | P34949 | coupled PMI enzyme assay, resazurin fluorescence, 20 min; active compounds read high; 1 = untreated enzyme, 0 = substrate-free blank | activation factor at 20 µM;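 active = activation factor of 2 or more at 20 µM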
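assay system = human phosphomannose isomerase with PGI, G6PDH, diaphorase coupling enzymes | quantity = 15 ng/mL PMI | incubation = enzyme reaction with compound 20 min at room temperature | medium = HEPES pH 7.4 buffer with MgCl2 and Tween-20 | compound dosing = one concentration, 20 µM, in 1% DMSO | measured by = Diaphorase-driven resazurin-to-resorufin fluorescence, excitation 544, emission 590 nm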
PPARg SRC3 recr: PPARgamma-driven SRC-3 recruitment agonism; hit rate 0.26% among 200,000; P37231; activation, % at 8 µM; biochemical PPARgamma/SRC-3 coactivator recruitment assay; in the data active = activation above about 23%;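 also: 0% = DMSO and 100% = reference agonist; some compounds past the cut are filed as inactive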
TR-FRET SRC-2 ct: flags TR-FRET format artefacts in PPARgamma SRC-2 recruitment agonist screen | TR-FRET artefact counter-screen; active compounds read high | TR-FRET ratio at 8 µM | hit rate 0.4% among 200,000; in the data active = TR-FRET ratio above about 2000; also: inactives centre near 1500
PPARg SRC-2 ag: agonists of SRC-2 recruitment by human PPARgamma; P37231; PPARgamma LBD-SRC-2 recruitment, biochemical; activation, % at 8 µM; hit rate 0.34% among 200,000; AID 1032; in the data active = activation above about 22%;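 also: 0% = vehicle and 100% = reference agonist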
Diaphorase act: activates diaphorase or chemically reduces, flagging diaphorase assay artifacts; Diaphorase/resazurin coupled assay, resorufin fluorescence, 16 min; active compounds read high; 1 = vehicle wells, 0 = NADH-free wells; activation factor at 20 µM; hit rate 0.005% among 190,000;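 active = diaphorase activity raised at least twofold by the compound at 20 µM; inactive = activation factor below 2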
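Material: Clostridium kluyveri diaphorase, purified enzyme; Quantity: enzyme 0.07 U/mL final; Medium: HEPES pH 7.4 buffer with MgCl2 and Tween 20; Dosing: single compound dose of 20 µM, 1% DMSO final; Schedule: 16 min reaction at room temperature; Measured by: red resorufin fluorescence at 544/590 nm excitation/emission.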
Starred values were filed as active, the others as inactive; . = not tested or not shown.

SMILES	PPARg SRC1 recr	Diaph inh CS	S1P3 antag	ROMK mod	PMI act	G6PDH counter	PMI act hi M6P	PPARg SRC3 recr	TR-FRET SRC-2 ct	PPARg SRC-2 ag	Diaphorase act
CC(=O)c1cccc(NS(=O)(=O)c2c(C)noc2C)c1	0	4	-16	0.13	1	2	1	9	1523	6	1
Cn1ccnc1SCC(=O)Nc1ccc2c(c1)OCO2	12	3	-25	0.039	1	14	1.1	4	1723	2	1
Cc1sc2c(c1C)c(=O)nc1scc(C)n12	2	.	.	-0.16	.	.	.	16	1655	15	.
Cc1cccc(-n2ncc3c(NCc4ccccc4)ncnc32)c1	3	16	8	.	0.8	-22	0.8	6	1713	3	0.8
O=C(O)c1cc(-c2ccc(Cl)cc2)n(-c2ccc(Cl)cc2)n1	-2	20	-7	1.9	1.1	6	1	-1	1511	3	0.8
C=CCNC(=O)CN1C2CCCC1CC(NC(=O)c1ccccc1C)C2 (stereo not given)	-3	-1	9	.	1	-3	1	-1	1490	5	1
CC(=O)c1ccc(NC(=O)c2cc(CC(C)C)on2)cc1	4	10	-14	.	1	-3	0.9	10	1611	9	0.9
CCn1cnc2sc(C(=O)Nc3ccc4c(c3)OCO4)c(C)c2c1=O	-3	16	3	-1	0.9	-27	0.9	12	1563	7	0.8
CC1CCCCN1C(=O)CNCC1CCCO1 (stereo not given)	7	23	-8	.	0.9	10	1	7	1746	8	0.8
Cc1cccc(-c2nnnn2-c2cccc(C)c2)c1	-1	8	-4	-0.42	1.1	12	1	-4	1475	-4	0.9
CCc1ccc2oc(=O)cc(CN3CCCCC3C)c2c1 (stereo not given)	-5	-3	31	.	1.1	9	1.1	0	1617	4	1
N#CCSc1nnc(C2CCCCC2)n1Cc1ccccc1	-7	12	-14	.	1.1	4	0.9	3	1551	5	0.9
CN(c1ccccc1C(=O)Nc1ccc(F)c(Cl)c1)S(C)(=O)=O	7	8	6	0.039	1	14	0.9	3	1453	1	0.9
CCOC(=O)C1=C(C)N(C)C(C)=C(C(=O)OCC)C1c1ccncc1	-7	5	-6	.	0.9	-1	0.9	-4	1297	-5	1
O=C(CCC(=O)CCN1CCCCC1)CCN1CCCCC1	10	5	.	-0.63	0.9	-10	0.8	1	1697	13	1
O=C(NCCN1CCOCC1)c1ccc(F)cc1	8	8	.	0.45	1	-3	1	7	1565	10	0.9
CCCSc1nc(N)c(C#N)c(-c2ccc(C)cc2)c1C#N	-5	5	19	.	1.1	-25	1.1	3	1495	7	1
CCCCn1c(SCC(=O)Nc2cc(C)on2)nc2ccsc2c1=O	2	16	.	.	0.8	5	0.8	7	1725	4	0.8
CCn1cc(CNC(=O)CC2C(=O)NCCN2CC(c2ccccc2)c2ccccc2)cn1 (stereo not given)	2	19	-11	0.38	1.1	9	0.9	0	1498	-1	0.8
COc1ccc(OC)c(C(=O)CSc2nnnn2C)c1	7	7	18	-0.23	0.9	10	0.7	5	1620	4	0.9
O=C(N/N=C/c1ccc([N+](=O)[O-])o1)c1cc(-c2ccc(-c3ccccc3)cc2)nc2ccccc12	7	-10	-2	0.92	1.6	7	1.6	-3	1407	-4	1.1
Cc1cccc[n+]1CCCCCCCCCC[n+]1ccccc1C	2	.	-8	0.31	.	21	.	-1	1739	9	.
O=C(CCC(=O)Nc1cccc(Cl)c1)N/N=C/c1cc([N+](=O)[O-])ccc1O	-1	24	-8	0.042	0.9	-11	1.1	-2	1542	0	0.8
Cn1c(C(=O)OC(C(=O)NCC2CCCO2)c2cccnc2)cc2sccc21 (stereo not given)	2	14	-18	2	0.9	-4	0.8	7	1590	8	0.9
CCS(=O)(=O)NCCc1cc2ccc(C)cc2[nH]c1=O	-3	10	-12	.	0.9	0	1	-5	1560	-4	0.9
Cc1ccc(NC(=O)CO/N=C(\N)c2nonc2N)cc1C	6	18	-5	0.15	0.9	-16	1	1	1849	4	0.8
O=C(O)c1sc2cc(C(F)(F)F)cnc2c1-c1ccccn1	0	4	-5	0.3	1.3	-2	1.2	6	1674	3	1
c1coc(CNc2nc3ccccc3n2CCN2CCOCC2)c1	3	-3	1	.	1	15	1	-7	1471	-2	1
CCSc1nnc2c(n1)OC(c1ccc(C(=O)O)cc1)N(C(C)=O)c1ccccc1-2 (stereo not given)	5	15	-21	.	1	-3	1	5	1563	3	0.9
CCCCNC(=O)C1CC(c2cccc([N+](=O)[O-])c2)=NO1 (stereo not given)	9	-3	.	0.029	1.1	6	1.1	3	1467	0	1
COc1ccc(S(=O)(=O)Nc2cc([N+](=O)[O-])ccc2OC)cc1	0	13	2	0.86	0.8	13	0.8	1	1491	-4	0.9
Cc1cc(C)c(NC(=O)C2CC(=O)N(Cc3ccccc3)C2)c(C)c1 (stereo not given)	7	14	-3	-0.51	1.1	11	1.2	0	1545	1	0.9
O=C(CCN1C(=O)/C(=C\c2ccccc2Cl)SC1=S)N1CCN(c2ccccc2)CC1	-3	-2	.	.	1	-1	1	2	1475	-7	1
Cc1ccc(S(=O)(=O)N2CCOCC2)cc1C(=O)NCc1ccc2c(c1)OCO2	0	16	.	.	0.9	-16	0.9	-6	1509	3	0.8
COc1ccccc1N(C)S(=O)(=O)c1ccc(C(=O)N(CC(N)=O)C(C)C)cc1	4	6	.	0.083	0.9	4	1	17	1803	13	0.9
CC(=O)c1c(C)n(CCO)c2ccc(O)cc12	1	10	.	-0.26	1	-1	1	-5	1567	-3	0.9

Laid out differently: 2 of the compounds above.
Second line of a record: PPARg SRC1 recr	Diaph inh CS	S1P3 antag	ROMK mod	PMI act	G6PDH counter	PMI act hi M6P	PPARg SRC3 recr	TR-FRET SRC-2 ct	PPARg SRC-2 ag	Diaphorase act
CCCCNC(=O)C1CC(c2cccc([N+](=O)[O-])c2)=NO1 (stereo not given)
  9	-3	.	0.029	1.1	6	1.1	3	1467	0	1
COc1ccc(S(=O)(=O)Nc2cc([N+](=O)[O-])ccc2OC)cc1
  0	13	2	0.86	0.8	13	0.8	1	1491	-4	0.9

(more compounds)
SMILES	PPARg SRC1 recr	Diaph inh CS	S1P3 antag	ROMK mod	PMI act	G6PDH counter	PMI act hi M6P	PPARg SRC3 recr	TR-FRET SRC-2 ct	PPARg SRC-2 ag	Diaphorase act
C/C(=N/NC(=O)CSc1ccccn1)c1ccc([N+](=O)[O-])cc1	-1	8	-8	-0.49	1	3	0.9	-2	1477	-3	0.9
CCOc1cc(C(=O)NCCN2CCOCC2)cc(OCC)c1OCC	-2	7	-25	.	1	3	1	-17	1461	-1	0.9
COc1ccc(S(=O)(=O)N2CN(CCc3ccc(OC)c(OC)c3)c3nc4ccccc4nc32)cc1	-5	30	4	.	1	-16	0.9	-3	1624	2	0.7
NNc1ncnc2c1cnn2-c1ccccc1	4	-1	.	.	0.9	11	1	10	1687	8	1
Cc1cc(C(=O)N/N=C/c2cccs2)n[nH]1	3	0	-10	1.2	1.1	8	0.9	-1	1516	3	1
CN=Cc1nc(-c2ccccc2)oc1O	0	14	.	0.51	0.9	7	0.8	10	1627	0	0.9

Structural class, those above containing four or more nitrogen atoms.
SMILES	PPARg SRC1 recr	Diaph inh CS	S1P3 antag	ROMK mod	PMI act	G6PDH counter	PMI act hi M6P	PPARg SRC3 recr	TR-FRET SRC-2 ct	PPARg SRC-2 ag	Diaphorase act
Cc1cccc(-n2ncc3c(NCc4ccccc4)ncnc32)c1	3	16	8	.	0.8	-22	0.8	6	1713	3	0.8
Cc1cccc(-c2nnnn2-c2cccc(C)c2)c1	-1	8	-4	-0.42	1.1	12	1	-4	1475	-4	0.9
N#CCSc1nnc(C2CCCCC2)n1Cc1ccccc1	-7	12	-14	.	1.1	4	0.9	3	1551	5	0.9
CCCSc1nc(N)c(C#N)c(-c2ccc(C)cc2)c1C#N	-5	5	19	.	1.1	-25	1.1	3	1495	7	1
CCCCn1c(SCC(=O)Nc2cc(C)on2)nc2ccsc2c1=O	2	16	.	.	0.8	5	0.8	7	1725	4	0.8
CCn1cc(CNC(=O)CC2C(=O)NCCN2CC(c2ccccc2)c2ccccc2)cn1 (stereo not given)	2	19	-11	0.38	1.1	9	0.9	0	1498	-1	0.8
COc1ccc(OC)c(C(=O)CSc2nnnn2C)c1	7	7	18	-0.23	0.9	10	0.7	5	1620	4	0.9
O=C(N/N=C/c1ccc([N+](=O)[O-])o1)c1cc(-c2ccc(-c3ccccc3)cc2)nc2ccccc12	7	-10	-2	0.92	1.6	7	1.6	-3	1407	-4	1.1
O=C(CCC(=O)Nc1cccc(Cl)c1)N/N=C/c1cc([N+](=O)[O-])ccc1O	-1	24	-8	0.042	0.9	-11	1.1	-2	1542	0	0.8
Cc1ccc(NC(=O)CO/N=C(\N)c2nonc2N)cc1C	6	18	-5	0.15	0.9	-16	1	1	1849	4	0.8
c1coc(CNc2nc3ccccc3n2CCN2CCOCC2)c1	3	-3	1	.	1	15	1	-7	1471	-2	1
CCSc1nnc2c(n1)OC(c1ccc(C(=O)O)cc1)N(C(C)=O)c1ccccc1-2 (stereo not given)	5	15	-21	.	1	-3	1	5	1563	3	0.9
C/C(=N/NC(=O)CSc1ccccn1)c1ccc([N+](=O)[O-])cc1	-1	8	-8	-0.49	1	3	0.9	-2	1477	-3	0.9
COc1ccc(S(=O)(=O)N2CN(CCc3ccc(OC)c(OC)c3)c3nc4ccccc4nc32)cc1	-5	30	4	.	1	-16	0.9	-3	1624	2	0.7
NNc1ncnc2c1cnn2-c1ccccc1	4	-1	.	.	0.9	11	1	10	1687	8	1
Cc1cc(C(=O)N/N=C/c2cccs2)n[nH]1	3	0	-10	1.2	1.1	8	0.9	-1	1516	3	1

Source: PubChem BioAssay (several laboratories)
